Screening data from PubChem BioAssay.
p97 ATPase inh – blocks human p97 ATPase activity; P55072; recombinant p97 ATPase, Kinase-Glo ATP luminescence, 3 h; inhibition, % at 8 µM; 0.42% of 220,000 active; in the data active = inhibition above about 15%;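 note: 0% = DMSO vehicle and 100% = wells lacking enzyme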
FXIIa inh – factor XIIa (human) inhibition; inhibition, % at 5 µM; 0.3% of 220,000 active; purified FXIIa, Boc-QGR-AMC fluorogenic substrate, 2 h; P00748; in the data active = inhibition above about 40%;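 note: 0% = enzyme with no compound and 100% = blank without enzyme; many of its hits are not listed in these tables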
hK5 inh – inhibitors of human kallikrein 5; Q9Y337; recombinant hK5, fluorogenic AMC substrate cleavage; inhibition, % at 5 µM; 0.59% of 210,000 active; AID 873;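 active = inhibition of 40% or more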;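 note: 0% = enzyme controls without compound and 100% = no-enzyme blanks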
FXIa inh – inhibitors of human coagulation factor XIa; P03951; purified FXIa, Boc-Glu-Ala-Arg-AMC fluorogenic substrate; 0.14% of 220,000 active; inhibition, % at 5 µM; AID 798;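 active = inhibition of at least 40%; inactive = inhibition below 40%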;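 note: fluorescence of freed AMC excited at 355 nm; 0% = enzyme without compound and 100% = no enzyme blank; many of its hits are not listed in these tables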
14-3-3 Bad inh – disrupts binding of bovine 14-3-3 zeta to phospho-Bad peptide; P63103; TR-FRET 14-3-3zeta/Dy647-pBad peptide displacement, 1 h; inhibition, % at 21.7 µM; 0.71% of 220,000 active;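 active = inhibition above about 70%, limit read from the data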;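 note: 0% = full 14-3-3 plus peptide FRET controls and 100% = background without 14-3-3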
Rad51 HR inh – Rad51 (human) homologous recombination inhibition. Q06609. AID 1385. hRad51 DNA strand exchange, fluorescence dequenching. inhibition, % at 10 µM. 0.085% of 200,000 active;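 active = inhibition above 40% at the single screening dose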;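 note: 0% = DMSO control wells and 100% = blanks with heterologous ssDNA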
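Material: Human Rad51 nucleoprotein filaments preassembled on unlabelled ssDNA | Also added: Labelled 47-mer dsDNA for strand exchange | Dosing: Single dose, 10 µM final compound | Schedule: 30-min compound preincubation and 15-min exchange, both room temperature | Technique: Fluorescence dequenching at 485/520 nm | Measure: Percent inhibition relative to plate controls and blanks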
eIF4E 4G PPI – blocks eIF4E binding to eIF4G; P63073+Q04637; TR-FRET eIF4E-eIF4GI(517-606) binding, 2 h; inhibition, % at 21.7 µM; 0.37% of 220,000 active;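 active = inhibition above about 30%, limit read from the data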;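 note: 0% = full FRET control wells and 100% = background wells lacking eIF4GI fragment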
Target sequence (P63073 whole entry, looked up, the tested form may be a part): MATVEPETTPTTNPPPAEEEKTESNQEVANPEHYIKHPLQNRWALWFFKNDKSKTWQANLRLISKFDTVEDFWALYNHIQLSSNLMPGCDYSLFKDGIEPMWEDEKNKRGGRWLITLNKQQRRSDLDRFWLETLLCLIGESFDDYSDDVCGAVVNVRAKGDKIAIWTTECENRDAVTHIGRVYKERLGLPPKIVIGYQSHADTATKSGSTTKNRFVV
Target sequence (Q04637 whole entry, looked up, the tested form may be a part): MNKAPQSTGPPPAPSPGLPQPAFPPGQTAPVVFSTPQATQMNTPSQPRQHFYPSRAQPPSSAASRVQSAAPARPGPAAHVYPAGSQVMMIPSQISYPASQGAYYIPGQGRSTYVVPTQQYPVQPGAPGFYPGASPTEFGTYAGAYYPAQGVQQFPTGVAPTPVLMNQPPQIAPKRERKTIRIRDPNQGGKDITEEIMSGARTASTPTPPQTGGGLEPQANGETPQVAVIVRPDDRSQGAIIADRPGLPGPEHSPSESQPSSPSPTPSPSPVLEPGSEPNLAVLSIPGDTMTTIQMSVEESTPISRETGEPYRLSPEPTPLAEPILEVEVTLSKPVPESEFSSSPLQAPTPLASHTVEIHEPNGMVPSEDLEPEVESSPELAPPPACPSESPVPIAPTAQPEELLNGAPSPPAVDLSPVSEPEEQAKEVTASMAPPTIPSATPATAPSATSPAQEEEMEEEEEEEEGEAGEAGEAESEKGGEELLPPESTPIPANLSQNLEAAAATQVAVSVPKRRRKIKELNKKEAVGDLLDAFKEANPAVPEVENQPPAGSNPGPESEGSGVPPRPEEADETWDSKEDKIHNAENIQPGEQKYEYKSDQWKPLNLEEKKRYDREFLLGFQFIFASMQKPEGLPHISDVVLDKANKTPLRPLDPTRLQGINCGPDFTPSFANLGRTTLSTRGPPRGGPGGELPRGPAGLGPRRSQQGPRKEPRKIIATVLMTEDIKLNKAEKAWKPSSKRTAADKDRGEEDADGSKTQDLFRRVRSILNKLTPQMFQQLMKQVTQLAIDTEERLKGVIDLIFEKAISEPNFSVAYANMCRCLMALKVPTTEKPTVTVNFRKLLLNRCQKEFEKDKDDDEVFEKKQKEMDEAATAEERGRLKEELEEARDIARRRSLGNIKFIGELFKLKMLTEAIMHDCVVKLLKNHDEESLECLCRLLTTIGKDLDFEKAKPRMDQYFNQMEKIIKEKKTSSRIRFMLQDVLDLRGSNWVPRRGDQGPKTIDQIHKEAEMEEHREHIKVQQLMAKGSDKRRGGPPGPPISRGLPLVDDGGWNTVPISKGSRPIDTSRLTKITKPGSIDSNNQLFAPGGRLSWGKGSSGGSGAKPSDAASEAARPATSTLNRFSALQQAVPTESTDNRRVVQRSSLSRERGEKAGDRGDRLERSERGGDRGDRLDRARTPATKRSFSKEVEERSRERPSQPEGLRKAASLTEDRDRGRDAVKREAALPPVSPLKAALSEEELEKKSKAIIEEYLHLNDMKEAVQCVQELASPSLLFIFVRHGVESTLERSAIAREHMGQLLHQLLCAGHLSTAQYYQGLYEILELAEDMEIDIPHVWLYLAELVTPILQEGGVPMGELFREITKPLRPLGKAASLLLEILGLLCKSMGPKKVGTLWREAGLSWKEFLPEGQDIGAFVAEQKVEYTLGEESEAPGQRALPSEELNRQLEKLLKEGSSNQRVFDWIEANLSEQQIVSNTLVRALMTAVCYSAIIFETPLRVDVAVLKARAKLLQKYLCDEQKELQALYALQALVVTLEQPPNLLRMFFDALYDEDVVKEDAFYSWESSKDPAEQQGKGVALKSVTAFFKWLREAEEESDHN
MDM2 E3 inh – inhibitors of human Mdm2 E3 ubiquitin ligase; Q00987; cell-based MDM2 ubiquitination luciferase reporter, 2 h; 0 = plate control, 100 = twice control, blank-subtracted; signal enhancement, % at 5 µM; 0.11% of 210,000 active;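 active = signal enhancement of 30% or more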;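 note: luminescence tracks abundance of the self-degrading MDM2-luciferase fusion protein; higher signal means inhibition of MDM2 E3 ligase activity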
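Assay system: stable mammalian line carrying autodegrading MDM2–luciferase fusion reporter; Input: 2000 cells in each well; Compound dosing: single-point 5 µM; Schedule: 2 h compound exposure at 37 °C; Signal: SteadyLite luciferase luminescence after 15 min room-temperature reagent incubation; Evaluation: % luminescence enhancement versus blank-corrected plate control mean; Benchmarks: plate controls and plate blanks.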
Wee1 degr inh – blocks degradation of human Wee1 kinase. P30291. HeLa Luc-Wee1K328M stability, luciferase luminescence; 100% = proteasome inhibitor MG132 effect. reporter increase, % at 5 µM. 1.2% of 220,000 active. AID 1321;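 active = activation above the mean of all tested compounds plus 3 SD, set per screening run, cut at about 8.8% in these data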;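 note: cells exposed to compound for 20 h before luminescence read; 0% = DMSO alone and 100% = MG132 at 30 µM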
* hit, by the source's call; . = not tested or not shown; [ ] = dose if it differs, or a comment. This is a random part of the collection (roughly 3.5% active in at least one column).

SMILES | p97 ATPase inh | FXIIa inh | hK5 inh | FXIa inh | 14-3-3 Bad inh | Rad51 HR inh | eIF4E 4G PPI | MDM2 E3 inh | Wee1 degr inh
O=C(NC1CCCCCC1)C1CCN(C(=O)Cc2ccccc2)CC1 | 0 | -13 | 4 | -6 | 5 | -1 | 1[fluorescence artefact?] | -3 | -1
c1ccc(C2=Nc3ccccc3OC2)cc1 | 8 | 17 | 14 | 3 | 8 | -1 | -1 | -14 | -1
Cc1ccc(S(=O)(=O)Nc2cc(=O)[nH]c(SCc3ccc(Cl)cc3)n2)cc1 | -1 | 9 | -15 | 5 | -15[fluorescence artefact?] | -2 | -6[fluorescence artefact?] | 0 | -1
CC(C)Oc1c(Cl)cc(CNC(C)(C)CO)cc1Cl | 6 | 8 | -15 | -3 | 16 | 10 | -2 | -9 | -1
Fc1ccc(NC(=S)NCc2ccc3c(c2)OCO3)cc1 | 1 | 7 | 3 | 2 | 0 | -6 | -2 | -41 | 2
Cc1cc(C)cc(C(=O)N2CC(=O)Nc3ccccc32)c1 | 0 | 2 | -3 | 10 | -3 | 5 | 1 | -19 | -2
CCOC(=O)C1CCN(S(=O)(=O)c2ccc(C(=O)OC)cc2)CC1 | -7 | 7 | 3 | 7 | 3 | 2 | -1[fluorescence artefact?] | 12 | -1
O=C(CNC(=S)N(Cc1ccc(F)cc1)C1CCCCC1)NC1CC1 | -5 | 10 | -1 | 2 | . | 1 | . | -11 | -4
CC(Sc1nc2ccccc2s1)C(=O)NC1CCCc2ccccc21 (stereo not drawn) | 0 | 5 | -8 | 3 | 2 | 8 | 2 | -2 | -2
COc1ccc(Br)cc1S(=O)(=O)NCCN1CCOCC1 | 0 | -1 | -9 | -4 | 5 | -18 | -1 | -18 | -3
CN(C)CCNc1nc2c(c(=O)[nH]c(=O)n2C)n1CC(O)COc1ccc(Cl)cc1 (stereo not drawn) | 5 | -9 | -3 | -3 | 3 | -1 | 4 | -15 | 0
CCCC(C)C(=O)Nc1ccncc1 (stereo not drawn) | 3 | 18 | -9 | 8 | 4[fluorescence artefact?] | 2 | 2 | . | -2

The final four compounds of the part above are carried over, then new ones follow.
SMILES | p97 ATPase inh | FXIIa inh | hK5 inh | FXIa inh | 14-3-3 Bad inh | Rad51 HR inh | eIF4E 4G PPI | MDM2 E3 inh | Wee1 degr inh
CC(Sc1nc2ccccc2s1)C(=O)NC1CCCc2ccccc21 (stereo not drawn) | 0 | 5 | -8 | 3 | 2 | 8 | 2 | -2 | -2
COc1ccc(Br)cc1S(=O)(=O)NCCN1CCOCC1 | 0 | -1 | -9 | -4 | 5 | -18 | -1 | -18 | -3
CN(C)CCNc1nc2c(c(=O)[nH]c(=O)n2C)n1CC(O)COc1ccc(Cl)cc1 (stereo not drawn) | 5 | -9 | -3 | -3 | 3 | -1 | 4 | -15 | 0
CCCC(C)C(=O)Nc1ccncc1 (stereo not drawn) | 3 | 18 | -9 | 8 | 4[fluorescence artefact?] | 2 | 2 | . | -2
CCN(CC)c1ccc(NC(=O)Nc2ccccc2C(F)(F)F)cc1 | -2 | 16 | -7 | 4 | -9 | -5 | 6 | -8 | 8
COC(=O)c1c(-c2ccco2)csc1NC(=O)C1CC=CCC1C(=O)O (stereo not drawn) | 10 | 16 | 2 | 3 | 2[fluorescence artefact?] | -7 | 4 | -8 | 3
Cc1cc(Br)ccc1OCCCCNCCO | 0 | 10 | -3 | -2 | 15 | 5 | -4 | -7 | 0
COc1ccc(-c2cc(C(F)(F)F)n3nc(C(=O)NCCCN4CCOCC4)cc3n2)cc1 | 1 | 7 | 0 | 3 | -2 | -6 | -1 | 9 | 10*
CCc1cc2c(=O)[nH]c(N3CCOCC3)nc2s1 | 6 | 13 | 2 | 4 | -9[fluorescence artefact?] | 8 | -5 | 1 | 1
CCCCNS(=O)(=O)c1ccc2nc(-c3cccs3)cc(C(=O)NCC(OC)OC)c2c1 | -1 | -1 | -35 | 2 | 0 | . | 2 | -8 | 2
COc1ccc(Cl)c(NC(=O)Nc2c(C)n(-c3ccccc3)c(=O)n2C)c1 | -5 | 14 | -7 | 2 | 22 | -6 | 1 | 0 | 0
CSC(=S)N(C)C1CCS(=O)(=O)C1 (stereo not drawn) | 2 | 3 | 7 | 10 | 3[fluorescence artefact?] | -6 | -2 | 8 | -3
CC(C)(CCl)C(=O)Nc1ccc(C(F)(F)F)cc1 | 1 | 4 | -3 | -2 | -12 | 32 | 2 | 2 | -3
O=C(Nc1nccc(-c2cccs2)n1)c1ccccc1Cl | 6 | 13 | -3 | 1 | -2 | 8 | 2 | -1 | 1
COc1ccc(CSC2=NCCN2)cc1Cl | 3 | 10 | 1 | 1 | 4[fluorescence artefact?] | -6 | 14[fluorescence artefact?] | -7 | -3
O=C(c1cccnc1)N1N=C2CCCCCC2C1(O)C(F)(F)F (stereo not drawn) | 3 | 5 | -2 | -2 | -16 | 3 | 1 | 0 | -1
Cc1cccc(NC(=O)c2cnn(C)c2)c1C | 1 | 6 | -17 | 4 | -9 | 13 | 1 | 0 | 4
COCCN(C(=O)/C=C/c1cccc([N+](=O)[O-])c1)c1c(N)n(Cc2ccccc2)c(=O)[nH]c1=O | 8 | 7 | 2 | 2 | -8 | 5 | -2 | 0 | -3
CSc1ccc(S(=O)(=O)N(CC(=O)NN=C2CCN(C)CC2)c2ccc(C)cc2)cc1 | 2 | 3 | -2 | -5 | -13 | 8 | 3 | -19 | -2
O=C(Nc1nc(-c2cc3ccccc3oc2=O)cs1)c1ccc(Br)o1 | 7 | 0 | -14 | -7 | 79*[fluorescence artefact?] | -2 | 7 | -12 | -1
C=CCNC(=S)N/N=C/c1ccc(OCc2ccccc2Cl)cc1 | 1 | 10 | 1 | 9 | 7 | 0 | 4 | 13 | 8
COc1cc(SC#N)ccc1N=Cc1c(C)[nH]n(-c2ccc(Cl)cc2)c1=O | -6 | 10 | -4 | -2 | 11 | -4 | 0 | 5 | 3
Cc1nn(Cc2cccc(C(=O)N3CCCC(C)C3)c2)c(C)c1[N+](=O)[O-] (stereo not drawn) | 3 | 10 | -9 | 6 | 7[fluorescence artefact?] | . | 3 | -4 | 0
O=C(CSc1cn(Cc2ccccc2)c2ccccc12)Nc1nccs1 | 0 | 9 | -7 | 0 | -3 | 0 | 0 | -10 | 5
O=C(NC1CC1)C1CCN(C2CCN(C(=O)/C=C/c3ccc(F)cc3)CC2)CC1 | 1 | 6 | 13 | -3 | -8 | . | 0 | -3 | 0
CCn1c(C)c(C2=CCN(S(=O)(=O)c3ccccc3)CC2)c2ccccc21 | 3 | 8 | -17 | 4 | -11[fluorescence artefact?] | -33 | 16 | -2 | -3
CCOC(=O)c1sc(NC(=O)C2CC=CCC2C(=O)O)nc1C (stereo not drawn) | 10 | 4 | -14 | 3 | 12 | 5 | 4 | -14 | -2
CSc1nc2ncc3c(n2n1)CC1c2ccccc2CCN1C3=O (stereo not drawn) | 2 | -2 | -118 | -11 | 0 | -3 | 4 | 4 | -1
Cc1c2c(=O)n(-c3nc4ccccc4s3)nc-2cc(O)n1Cc1ccccc1 | 4 | 0 | -7 | -1 | -8 | -159 | 32* | -48 | 6
O=C(Nc1ccc(N2CCCC2)c(Cl)c1)c1ccc([N+](=O)[O-])o1 | -1 | 3 | -16 | -3 | 8 | -3 | 10 | -12 | 6
COc1ccc(Cl)cc1NC(=O)CNc1ccccc1F | 4 | 10 | 1 | 19 | -2 | 2 | -4 | -7 | 1
Cc1nnc(SCC(=O)N/N=C/c2cn(-c3ccccc3)nc2-c2ccccc2)n1-c1ccccc1 | 2 | 17 | 2 | 8 | 11 | 5 | 4 | -9 | -2
NC(=S)Cc1nc(-c2ccc(Cl)cc2)cs1 | 4 | 9 | -7 | -2 | -18 | 4 | -4 | -3 | 5
Cc1nn(-c2ccccc2)c(Cl)c1/C=N/NC(=O)c1ccco1 | -4 | 6 | -24 | 6 | 5 | -1 | -3 | -11 | 6
Cc1cccc(NC(=O)CSc2nc3ccc(N4C(=O)c5ccccc5C4=O)cc3s2)c1C | 2 | -8 | -6 | -15 | -3 | -1 | 1[fluorescence artefact?] | -26 | -3
COCCN1Cc2cccc(C(=O)Nc3ccc4c(c3)OCCO4)c2C1=O | -4 | -1 | -4 | 3 | 3 | -2 | -8 | -19 | -2
COc1ccc(F)cc1C(=O)C1CCCN(C(=O)c2cccc(N(C)C)c2)C1 (stereo not drawn) | -1 | 8 | 0 | 2 | -8 | . | 5 | -13 | 5
CCOC(=O)c1cn(-c2ccc(F)c(F)c2)c2c(F)c(F)c(F)c(F)c2c1=O | 5 | 10 | 8 | 5 | 2[fluorescence artefact?] | . | 3[fluorescence artefact?] | -8 | -2
CC(C)c1ccc(NC(=O)C(c2ccc3c(c2)OCO3)N2CCC3(CC2)OCCO3)cc1 (stereo not drawn) | 3 | 6 | 7 | 2 | 4 | 0 | 6 | -3 | 4
Cc1ccccc1-n1nnnc1SCCCC(=O)c1ccc(F)cc1 | -1 | 5 | -3 | 7 | 1 | 1 | 5 | -3 | -3
CCOC(=O)c1sc(-c2cccc([N+](=O)[O-])c2)cc1N | -3 | 4 | 5 | -1 | -6 | -11 | -1 | -3 | 9
COCC(=O)N(CCc1ccc(OC)c(OC)c1)Cc1nc2ccccc2c(=O)[nH]1 | 16* | 16 | -9 | 6 | -7 | 5 | 5 | -69 | -1
Cc1ccc(Cn2c(=O)cc(C(=O)O)c3ccccc32)cc1 | 2 | -3 | 5 | 0 | 10 | -6 | 7 | -9 | -2
CCOC(=O)c1ccc(NC(=O)CSc2nnc(Cc3cccs3)n2C)cc1 | 3 | 0 | 17 | 2 | 4 | 1 | -4 | -3 | 2
CCCOc1ccc(CN(CCO)CCO)cc1[N+](=O)[O-] | 5 | 6 | -22 | 4 | -16 | 3 | 9 | -7 | 0
CCN(CC)C(C(=O)Nc1ccc(C(C)C)cc1)c1ccc2c(c1)OCO2 (stereo not drawn) | -8 | 12 | 3 | 3 | -8 | 1 | 6 | . | -2
CCc1ccc(OCC(=O)NC(=S)Nc2cccc(CO)c2)c(Br)c1 | -2 | 21 | 0 | 15 | 2 | -3 | -4 | -24 | -1
Nc1nnc2c(n1)CCCC2 | 0 | 12 | -12 | -11 | -6 | 3 | -1 | -14 | -2
Cc1ccc(S(=O)(=O)NC(CC(C)C)C(=O)N2CCC(C)CC2)cc1 (stereo not drawn) | -1 | 10 | 2 | 19 | -4 | -7 | -1 | -1 | 5
Nc1ccn([C@@H]2CS[C@H](CO)O2)c(=O)n1 | 0 | . | . | . | -5 | -8 | 0 | . | 0
Nc1cc(-c2ccc(Br)cc2)nn1S(=O)(=O)c1cccc2nsnc12 | -2 | -6 | -6 | 3 | 6 | . | -1 | -15 | 2
Cc1ccccc1C(=O)NC(C)C(c1cccs1)N1CCOCC1 (stereo not drawn) | 11 | 18 | -6 | 7 | 7 | -6 | -1 | -17 | -1
COc1cccc(CNC23CC4CC(CC(C4)C2)C3)c1OCc1ccccc1 | -2 | 9 | -9 | 9 | 12 | 7 | -1 | -20 | -4
COc1cccc(-n2sc3c(c2=S)-c2cc(OC)ccc2NC3(C)C)c1 | -5 | 9 | -1 | 4 | -3 | -13 | 1 | -14 | 1
